# Mdm2-MdmX inh = disrupts the human Mdm2-MdmX interaction; SaOS-2 split-luciferase Mdm2/MdmX complementation, luminescence; inhibition, % at 8 µM; actives 3% (n = 330,000); AID 485346;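 active = inhibition of at least 50% at 8 µM in the primary screen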
# UPR XBP1 act = activators of adaptive arm of unfolded protein response (XBP1). activation, % at 20 µM. actives 0.33% (n = 330,000). CHO-XBP1 luciferase reporter, IRE1-XBP1 UPR activation, luminescence; percent of tunicamycin response, DMSO as zero;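 active = versus positive control, 20 µM dose yields 30% or more activation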;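 also: 100% = tunicamycin at 10 µg/mL and 0% = DMSO only wells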
#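 Material – CHO cell line with stable XBP1 luciferase reporter · Buffer or medium – F12 plus 10% FBS · Compound – single point, 20 µM final compound, 1% DMSO · Schedule – 16-18 h cell attachment at 37 °C, then 6 h compound exposure · Signal – Steady-Glo luminescence read · Benchmarks – high control tunicamycin 10 µg/mL final, low control DMSO vehicle only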
# CCR6 antagonist = antagonists of human CCR6 receptor | P51684 | AID 493098 | inhibition, % at 20 µM | CHO-K1 CCR6 PathHunter beta-arrestin, luminescence, CCL20-stimulated | actives 0.49% (n = 340,000);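 active = compounds whose inhibition of the agonist-driven luminescence signal at 20 µM reaches about 50%, limit read from the data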;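 also: cells stimulated with CCL20 at 14 nM final; plate controls were DMSO with CCL20 for no effect and DMSO without agonist for full effect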
# Target sequence (P51684 whole entry, looked up): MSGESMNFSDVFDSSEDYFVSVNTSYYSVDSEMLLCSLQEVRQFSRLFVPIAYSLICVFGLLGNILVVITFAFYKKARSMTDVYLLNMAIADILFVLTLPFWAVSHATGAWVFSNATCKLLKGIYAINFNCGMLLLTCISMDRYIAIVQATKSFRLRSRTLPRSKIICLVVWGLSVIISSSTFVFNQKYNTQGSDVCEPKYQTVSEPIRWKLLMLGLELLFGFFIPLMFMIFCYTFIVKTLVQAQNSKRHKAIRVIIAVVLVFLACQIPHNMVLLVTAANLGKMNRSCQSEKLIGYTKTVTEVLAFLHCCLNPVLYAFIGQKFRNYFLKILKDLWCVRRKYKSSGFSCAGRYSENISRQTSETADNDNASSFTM
# UPR CHOP act = apoptotic UPR (CHOP) activation. CHO-CHOP luciferase reporter, luminescence; percent of tunicamycin response over DMSO baseline. activation, % at 10 µM. actives 0.34% (n = 330,000). AID 449763;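 active = at 10 µM dose, activation of 40% or more, normalized to positive control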;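 also: 100% = tunicamycin at 10 µg/mL and 0% = DMSO alone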
#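 System: CHO CHOP reporter cells. Amount: 500 cells per well. Buffer or medium: F12 medium, 10% FBS. Compound dosing: one dose, 10 µM in 0.5% DMSO. Incubation: 6 h compound exposure at 37 °C after overnight seeding. Technique: Steady-Glo luciferase luminescence. Benchmarks: tunicamycin and DMSO controls.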
# CXCR6 block = inhibitors of human CXCR6 receptor. O00574. inhibition, % at 20 µM. CHO-K1 PathHunter CXCR6 beta-arrestin, luminescence. actives 0.36% (n = 360,000); in the data active = inhibition above about 34%, passing the limit was not always enough;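 also: antagonist mode with CXCL16 agonist at 10 nM final; 0% = 10 nM CXCL16 with DMSO and 100% = unstimulated wells without agonist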
# Target sequence (O00574 whole entry, looked up): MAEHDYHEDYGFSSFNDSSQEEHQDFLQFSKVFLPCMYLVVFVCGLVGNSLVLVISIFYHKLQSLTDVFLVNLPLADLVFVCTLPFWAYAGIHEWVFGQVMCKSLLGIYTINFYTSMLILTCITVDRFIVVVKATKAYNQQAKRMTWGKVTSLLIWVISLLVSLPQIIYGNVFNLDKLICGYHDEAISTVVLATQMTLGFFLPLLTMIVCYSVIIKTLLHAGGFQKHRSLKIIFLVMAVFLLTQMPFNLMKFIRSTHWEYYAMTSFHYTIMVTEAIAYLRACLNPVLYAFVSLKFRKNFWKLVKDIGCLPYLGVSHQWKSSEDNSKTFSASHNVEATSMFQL
# 697 NFkB inh = lowers PMA/ionomycin-induced NF-kB signal in 697 B cells. 697 B-cell NF-kB luciferase reporter, 16 h. inhibition, % at 4 µM. actives 0.33% (n = 330,000); in the data active = inhibition above about 35%
# Gli-Sufu antag = blocks Gli-Sufu signaling in a luciferase reporter | inhibition, % at 5 µM | actives 0.74% (n = 340,000) | Sufu-KO-LIGHT fibroblasts, Gli luciferase reporter luminescence;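 active = inhibition above about 55%, limit read from the data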;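 also: 0% = DMSO-treated cells and 100% = wells with medium but no cells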
# EBI2 antag = blocks human EBI2 receptor beta-arrestin signaling | inhibition, % at 5 µM | actives 0.81% (n = 360,000) | P32249 | EBI2 beta-arrestin recruitment, luminescence, 7a,25-OHC stimulated | AID 651636; in the data active = inhibition above about 38%;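 also: enzyme fragment complementation signal reports receptor beta-arrestin coupling in cells; 0% = agonist plus DMSO wells and 100% = wells without agonist; some results beyond the cut were filed as inactive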
# Target sequence (P32249 whole entry, looked up, the tested form may be a part): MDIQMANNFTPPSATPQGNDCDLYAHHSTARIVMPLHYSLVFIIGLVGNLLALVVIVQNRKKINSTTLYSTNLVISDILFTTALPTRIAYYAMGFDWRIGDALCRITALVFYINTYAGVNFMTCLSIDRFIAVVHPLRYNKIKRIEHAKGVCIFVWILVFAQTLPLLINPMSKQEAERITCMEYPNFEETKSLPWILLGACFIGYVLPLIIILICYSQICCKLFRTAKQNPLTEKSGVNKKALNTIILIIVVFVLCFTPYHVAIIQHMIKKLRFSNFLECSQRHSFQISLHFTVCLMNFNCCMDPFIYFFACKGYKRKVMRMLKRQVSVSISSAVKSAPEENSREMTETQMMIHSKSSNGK
# Jurkat NFkB inh = lowers PMA/ionomycin-induced NF-kB signal in Jurkat cells; PMA/ionomycin-induced NF-kB luciferase reporter, luminescence; inhibition, % at 4 µM; actives 0.53% (n = 330,000); in the data active = inhibition above about 50%
# Numbers without * were called inactive; / = no result given.
SMILES,Mdm2-MdmX inh,UPR XBP1 act,CCR6 antagonist,UPR CHOP act,CXCR6 block,697 NFkB inh,Gli-Sufu antag,EBI2 antag,Jurkat NFkB inh
CS(=O)(=O)N1CCN(c2ccc(NC(=O)C(c3ccccc3)c3ccccc3)cc2)CC1,7,-1,-4,-1.1,2,2,-23,-4,-1
COc1ccccc1NC(=O)CSc1ccc(-c2ccco2)nn1,2,-1,-2,0.1,-5,-11,-1,-4,33
COc1ccccc1C1CC(=O)Oc2cc(OC)c(OC)c(OC)c21 (configuration not stated),19,0,17,4.6,-1,9,-2,-4,/
Cc1[nH]c(=O)cc2ccccc12,2,1,4,-3.2,4,4,-12,-9,0
O=C(/C=C/c1ccc(-c2ccccc2[N+](=O)[O-])o1)c1ccccc1,/,/,17,/,-6,/,-9,-12,/
CCCCCCN=CC1=C(O)CC(C)(C)CC1=O,-19,0,-1,1.8,0,-20,1,2,5
O=C(Nc1ccc(OC(F)(F)F)cc1)C1CC(c2ccc(F)cc2)=NO1 (configuration not stated),17,-1,10,-0.2,6,8,5,5,-11
CC(=O)Nc1ccc(/C=N/NC(=O)c2cccc(S(=O)(=O)N3CCOCC3)c2)cc1,-11,-3,23,-0.6,13,1,-14,-1,0
CCOC(=O)C1CCCN(Cc2cc(Br)c(OC)cc2OC)C1 (configuration not stated),18,-2,-2,-0.1,-2,16,-4,9,1
COc1cccc(C(=O)NC(=S)Nn2cnnc2)c1OC,20,-1,5,-1.0,-4,17,6,-4,1
N=c1c2c(ncn1Cc1ccco1)Oc1c(ccc3ccccc13)C2c1ccccc1 (configuration not stated),70*,6,16,2.3,0,-19,20,35,26
CN(CC(O)COC(c1ccccc1)c1ccccc1)C1CCCCC1 (configuration not stated),11,3,-7,-2.4,-5,-7,49,-6,-20
CCCOC(=S)NC(=O)c1sc2ccccc2c1Cl,-7,2,21,0.2,6,17,11,0,-2
O=C(N/N=C(\CC(=O)c1cccs1)C(F)(F)F)c1ccncc1,66*,-1,23,-0.2,10,-271,-6,-2,7
CC(C)[C@H]1CN=C2N(CCNC(=O)CCC3CCCCC3)[C@H](Cc3ccc(O)cc3)CN21,-11,1,8,0.6,4,12,19,4,4
Cc1noc(C)c1C(=O)OCC(=O)Nc1ncc(Cl)c(C)c1Cl,5,-1,5,-1.3,-6,-1,4,3,-15
O=C(COc1ccccc1)Nc1nc(-c2ccc(S(=O)(=O)N3CCOCC3)cc2)cs1,10,2,10,4.9,-9,-23,-1,6,4
CC1CCCC(C)N1CCCNC(=O)c1ccc2nc(N3CCCCC3)sc2c1 (configuration not stated),15,-1,-3,1.0,3,-184,-91,-9,-80
CCOc1ccc(NC(=O)N2CCN(C(=O)c3ccco3)CC2)cc1,29,-1,-1,1.7,-6,11,-4,9,10
Cn1cccc1C(=O)OCC(=O)N1CC(=O)Nc2ccccc21,-6,-2,9,-1.7,-2,0,-1,0,0
Cc1ccc(C(=O)CNc2ccc(Br)cc2)cc1,-5,3,56*,2.7,39,28,-3,74*,-13
O=C(NC1CCCC1)C(c1ccc(Cl)cc1)N1CCc2ccccc21 (configuration not stated),-12,-2,10,-0.9,6,-4,0,6,1
CC1(C)Cc2c(cnn2-c2ccccc2)C(NC(=O)c2ccoc2)C1 (configuration not stated),13,-3,-2,-0.1,0,-43,12,-9,14
COC(=O)COc1cccc2c(=O)n(CC(=O)NCc3ccc(F)cc3)ccc12,11,15,0,-0.7,-12,-68,35,-18,12
CCOC(=O)c1ccccc1NC(=O)COC(=O)C1=COCCO1,6,-3,-17,-0.2,6,1,0,2,-2
C=CCC1c2cccc(C(=O)O)c2C(=O)N1c1cccc(OC)c1 (configuration not stated),19,-6,2,-1.4,-5,12,-1,-3,5
O=C1CCCN1CCCNC(=S)Nc1ccccc1,-30,-1,12,0.5,2,1,10,17,11
Cc1cc(NC(=O)Cn2cc(C(F)(F)F)cc(Cl)c2=O)no1,-12,-2,-2,1.2,-13,12,4,-1,11
CC(=O)Nc1nnc(SCC(=O)NCC2CCCO2)s1 (configuration not stated),21,-3,-9,-1.1,0,-2,9,-8,-13
CN(C)CCCN(C(=O)c1ccco1)c1nc2cc3c(cc2s1)OCO3,-21,-2,17,1.0,-14,-43,35,-11,-24

# Part of the list above, with two lines to a compound.
# Values run as follows: Mdm2-MdmX inh, UPR XBP1 act, CCR6 antagonist, UPR CHOP act, CXCR6 block, 697 NFkB inh, Gli-Sufu antag, EBI2 antag, Jurkat NFkB inh
- O=C(COc1ccccc1)Nc1nc(-c2ccc(S(=O)(=O)N3CCOCC3)cc2)cs1
 : 10, 2, 10, 4.9, -9, -23, -1, 6, 4
- CC1CCCC(C)N1CCCNC(=O)c1ccc2nc(N3CCCCC3)sc2c1 (configuration not stated)
 : 15, -1, -3, 1.0, 3, -184, -91, -9, -80
- CCOc1ccc(NC(=O)N2CCN(C(=O)c3ccco3)CC2)cc1
 : 29, -1, -1, 1.7, -6, 11, -4, 9, 10

# (continued)
SMILES,Mdm2-MdmX inh,UPR XBP1 act,CCR6 antagonist,UPR CHOP act,CXCR6 block,697 NFkB inh,Gli-Sufu antag,EBI2 antag,Jurkat NFkB inh
CN(C)c1ccc(/C=N/NC(=O)c2cccc(N3CCCC3=O)c2)cc1,8,-5,-6,2.9,-6,-4,-18,-16,-4
COc1ccc(NC(=O)C(NC(=O)c2ccc(=O)[nH]c2)c2ccc(OC)cc2)cc1 (configuration not stated),5,3,-1,0.1,-2,9,-3,-2,2
Cc1nc(CN(C)Cc2nc(Cc3ccccc3Cl)no2)cs1,8,-1,-6,-0.8,1,-5,9,-7,-7
CN1CCC(N(C)S(=O)(=O)c2ccc(NC(=O)COc3ccc([N+](=O)[O-])cc3)cc2)CC1,0,-3,5,0.1,1,-7,11,7,-12
O=C(CCN1C(=O)/C(=C/c2ccco2)SC1=S)Nc1ccc(C(=O)O)c(O)c1,15,-3,14,-0.9,10,-10,-14,-3,10
Cc1nn(-c2ccccc2)c(N2CCCC2)c1/C=C1\N=C(c2ccc(OC(C)C)cc2)OC1=O,-7,2,25,-0.1,8,0,-2,20,-11
CC1=C(C(=O)OCC(Br)(Br)Br)C(c2cccc([N+](=O)[O-])c2)NC(=O)N1CCCC(=O)O (configuration not stated),-11,-2,-4,0.2,4,-3,-3,2,9
CN(C(=O)c1cccc(S(=O)(=O)N2CCCCC2)c1)C1CCS(=O)(=O)C1 (configuration not stated),-18,1,4,1.4,-7,15,-2,0,2
O=C(Oc1c(Cl)cc(Cl)c2cccnc12)N1CCOCC1,-18,2,-2,-0.5,6,-3,-2,-3,8
Cc1cccc(-c2nnc(SCC(=O)C(C)(C)C)n2C)c1,-15,4,1,0.5,4,-34,-19,8,-28
COC(=O)C1CCN(C(=O)c2cc(OC)c(OC)c(OC)c2)CC1,8,-2,8,-1.4,-3,8,0,2,6
COC(=O)C(C)N(c1ccc(C)cc1)S(=O)(=O)c1c(C)[nH]c(=O)[nH]c1=O (configuration not stated),17,1,18,0.4,-1,-2,-3,-12,-6
CCC(=O)Nc1ccc(NC(=O)c2cc3ccccc3o2)cc1,-2,3,13,7.3,-4,-2,9,6,-34
CCC(=O)N1CCc2cc(S(=O)(=O)NC(C(=O)N3CCN(c4ccc(F)cc4)CC3)C(C)C)ccc21 (configuration not stated),-5,-5,10,2.0,4,-3,8,3,-10
Cc1occc1-c1nnc(SCC(=O)NCCc2ccccc2)n1Cc1ccccc1,17,-4,7,0.0,7,-16,5,90*,-3

# Reprinted from above for reference:
SMILES,Mdm2-MdmX inh,UPR XBP1 act,CCR6 antagonist,UPR CHOP act,CXCR6 block,697 NFkB inh,Gli-Sufu antag,EBI2 antag,Jurkat NFkB inh
CN(C)c1ccc(/C=N/NC(=O)c2cccc(N3CCCC3=O)c2)cc1,8,-5,-6,2.9,-6,-4,-18,-16,-4
COc1ccc(NC(=O)C(NC(=O)c2ccc(=O)[nH]c2)c2ccc(OC)cc2)cc1 (configuration not stated),5,3,-1,0.1,-2,9,-3,-2,2
Cc1nc(CN(C)Cc2nc(Cc3ccccc3Cl)no2)cs1,8,-1,-6,-0.8,1,-5,9,-7,-7
CN1CCC(N(C)S(=O)(=O)c2ccc(NC(=O)COc3ccc([N+](=O)[O-])cc3)cc2)CC1,0,-3,5,0.1,1,-7,11,7,-12
O=C(CCN1C(=O)/C(=C/c2ccco2)SC1=S)Nc1ccc(C(=O)O)c(O)c1,15,-3,14,-0.9,10,-10,-14,-3,10
Cc1nn(-c2ccccc2)c(N2CCCC2)c1/C=C1\N=C(c2ccc(OC(C)C)cc2)OC1=O,-7,2,25,-0.1,8,0,-2,20,-11
CC1=C(C(=O)OCC(Br)(Br)Br)C(c2cccc([N+](=O)[O-])c2)NC(=O)N1CCCC(=O)O (configuration not stated),-11,-2,-4,0.2,4,-3,-3,2,9
CN(C(=O)c1cccc(S(=O)(=O)N2CCCCC2)c1)C1CCS(=O)(=O)C1 (configuration not stated),-18,1,4,1.4,-7,15,-2,0,2
O=C(Oc1c(Cl)cc(Cl)c2cccnc12)N1CCOCC1,-18,2,-2,-0.5,6,-3,-2,-3,8
Cc1cccc(-c2nnc(SCC(=O)C(C)(C)C)n2C)c1,-15,4,1,0.5,4,-34,-19,8,-28
COC(=O)C1CCN(C(=O)c2cc(OC)c(OC)c(OC)c2)CC1,8,-2,8,-1.4,-3,8,0,2,6
COC(=O)C(C)N(c1ccc(C)cc1)S(=O)(=O)c1c(C)[nH]c(=O)[nH]c1=O (configuration not stated),17,1,18,0.4,-1,-2,-3,-12,-6
CCC(=O)Nc1ccc(NC(=O)c2cc3ccccc3o2)cc1,-2,3,13,7.3,-4,-2,9,6,-34
CCC(=O)N1CCc2cc(S(=O)(=O)NC(C(=O)N3CCN(c4ccc(F)cc4)CC3)C(C)C)ccc21 (configuration not stated),-5,-5,10,2.0,4,-3,8,3,-10
Cc1occc1-c1nnc(SCC(=O)NCCc2ccccc2)n1Cc1ccccc1,17,-4,7,0.0,7,-16,5,90*,-3

# Other entries
SMILES,Mdm2-MdmX inh,UPR XBP1 act,CCR6 antagonist,UPR CHOP act,CXCR6 block,697 NFkB inh,Gli-Sufu antag,EBI2 antag,Jurkat NFkB inh
Cc1[nH]nc2c1C(c1ccc(-c3ccc(Cl)cc3)o1)C(C#N)=C(N)O2 (configuration not stated),25,6,3,2.7,14,4,5,-9,-20
CCOc1ccc(NC(=S)N2CCC(N(C)CC3CCCO3)CC2)cc1 (configuration not stated),27,-2,6,-1.6,2,23,2,26,9
CCc1cccc(N(C(=O)c2csnn2)C(C(=O)NC(C)(C)CC)c2ccccn2)c1 (configuration not stated),18,-3,6,1.3,-3,14,0,-9,-9
Cc1ccc2cccc(NC(=O)c3ccc(Br)o3)c2n1,61*,2,15,7.5,5,22,-32,11,5
CC(Cc1cccs1)NC(=O)Nc1ccc(Cl)c(Cl)c1 (configuration not stated),-14,-1,14,4.3,-12,-58,-42,-3,-48
c1ccc(COc2ccc(OCCCN3CCCCC3)cc2)cc1,-179,-2,11,1.8,4,-112,-19,-1,-95
COc1cc(OC)c(C2C(C#N)=C(N)Oc3cc(C)n(CCCN4CCOCC4)c(=O)c32)cc1OC (configuration not stated),-16,-1,5,0.8,-8,26,1,1,14
Cc1cc(S(=O)(=O)Nc2ccc(C(=O)NCC(c3ccco3)N(C)C)cc2)ccc1F (configuration not stated),-13,3,0,-0.5,-5,12,4,1,8
Cc1c(Cl)cccc1-n1c(SCC(=O)NCc2ccccc2Cl)nnc1-c1ccncc1,4,-1,20,-0.3,6,-34,6,10,-6

# Source: PubChem (Sanford-Burnham Center for Chemical Genomics)
